Tb PFK block = blocks T. brucei phosphofructokinase | O15648 | T. brucei PFK, ADP-Glo luminescence | Potency, µM (highest dose often 57.5 µM), inactives show at the top dose activity, negative = inhibition, usual class: inhibitors | 0.17% of 330,000 active | AID 485367;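 note: potency is the fitted concentration of half-maximal effect; 0% = uninhibited 1x PFK enzyme wells and -100% = no-enzyme wells; nearly all actives have a fitted effect of over 60% in size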
Target sequence (O15648 whole entry, looked up): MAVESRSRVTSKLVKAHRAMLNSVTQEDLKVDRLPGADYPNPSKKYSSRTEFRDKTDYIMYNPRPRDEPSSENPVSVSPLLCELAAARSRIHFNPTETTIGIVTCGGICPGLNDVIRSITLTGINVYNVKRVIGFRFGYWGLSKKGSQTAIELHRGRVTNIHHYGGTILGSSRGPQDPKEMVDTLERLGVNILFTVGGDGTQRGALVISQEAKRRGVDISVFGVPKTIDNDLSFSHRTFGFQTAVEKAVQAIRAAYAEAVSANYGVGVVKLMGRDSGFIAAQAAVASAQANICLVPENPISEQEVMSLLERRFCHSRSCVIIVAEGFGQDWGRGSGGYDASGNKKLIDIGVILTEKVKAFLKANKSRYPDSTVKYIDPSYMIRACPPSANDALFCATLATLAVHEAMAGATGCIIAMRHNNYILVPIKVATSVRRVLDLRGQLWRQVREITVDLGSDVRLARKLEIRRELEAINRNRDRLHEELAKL
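1.25 nM PFK with 0.5 mM F6P and 0.1 mM ATP in 0.1 M TEA pH 8.0, 5 mM MgCl2, incubated 45 min at room temperature; ADP measured by ADP-Glo luminescence; compounds titrated up to 57 uM.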
Rab9 promoter act = Rab9 promoter activation | Huh7 Rab9 promoter-luciferase reporter, luminescence, 24 h | Potency, µM (doses to about 9.22 µM), inactives show top-dose activation, negative = inhibition, usual class: activators | 2.8% of 320,000 active; note: potency is the fitted concentration of half-maximal effect; % of control where 0% means no effect; nearly all actives have a fitted effect of over 60% in size
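Rab9 promoter-driven luciferase in stably transfected Huh7 cells; 1500 cells/well rested 2 h, exposed to compound in DMSO for 24 h at 37 °C, 5% CO2. Luminescence read 10 min after adding luciferase reagent at ambient temperature.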
VP16 counter = Gal4-VP16 reporter inhibition counter-screen; Drosophila S2 Gal4-VP16 UAS-luciferase, luminescence, 20 h; Potency, µM (top dose mostly 53.6 µM), for inactives: at the top dose activity, negative = inhibition, most hits filed as inhibitors; 3.5% of 310,000 active; AID 2546;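 note: Gal4-VP16 expression switched on by copper sulfate through the metallothionein promoter; potency is the fitted concentration of half-maximal effect; % is set by controls: 0 for no effect and ±100 for the full control effect; nearly all actives have a fitted effect of over 50% in size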
ELG1 repair inh = inhibitors of ELG1-dependent DNA repair in HEK293T cells; HEK293T ELG1-luciferase reporter, luminescence, 16 h; DNA damage induced by 5-fluorouridine; Potency, µM (highest dose often 46.1 µM), for inactives: at the top dose activity change, negative = inhibition, most hits filed as inhibitors; 2.3% of 330,000 active; note: potency is the fitted concentration of half-maximal effect; % is set by controls: 0 for no effect and ±100 for the full control effect; nearly all actives have a fitted effect of over 55% in size
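Reporter activity after DNA damage by 5-fluorouridine is monitored. Compound-treated cells incubate 16 hr at 37 °C, then ONE-Glo is added for 30 min before luminescence reading.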
RORgamma inh = ROR gamma (mouse) transcription inhibition. P51450. Drosophila S2 Gal4-RORgamma UAS-luciferase reporter, 20 h. Potency, µM (highest dose often 53.6 µM), for inactives: top-dose activity change, negative = inhibition, usual class: inhibitors. 5.4% of 310,000 active; note: potency is the fitted concentration of half-maximal effect; % is set by controls: 0 for no effect and ±100 for the full control effect; nearly all actives have a fitted effect of over 60% in size
Target sequence (P51450 whole entry, looked up, the tested form may be a part): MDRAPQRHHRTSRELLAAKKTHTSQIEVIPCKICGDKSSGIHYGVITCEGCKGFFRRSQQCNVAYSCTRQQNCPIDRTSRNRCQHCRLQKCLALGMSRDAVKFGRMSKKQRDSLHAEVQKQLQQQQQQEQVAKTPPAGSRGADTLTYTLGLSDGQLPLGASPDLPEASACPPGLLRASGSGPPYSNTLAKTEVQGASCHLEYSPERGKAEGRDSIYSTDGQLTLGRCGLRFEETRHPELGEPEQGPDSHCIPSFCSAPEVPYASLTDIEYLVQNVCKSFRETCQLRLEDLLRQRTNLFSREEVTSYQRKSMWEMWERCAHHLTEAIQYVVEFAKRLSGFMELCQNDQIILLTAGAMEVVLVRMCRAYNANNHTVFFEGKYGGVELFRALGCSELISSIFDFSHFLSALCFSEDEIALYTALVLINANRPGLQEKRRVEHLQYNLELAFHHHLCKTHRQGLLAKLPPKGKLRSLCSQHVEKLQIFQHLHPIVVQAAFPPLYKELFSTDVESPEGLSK
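Luciferase reporter read in Schneider cells carrying Gal4-RORγ (mouse) and UAS-Photinus luciferase; cells given compound 1 h before 700 uM copper sulfate induction, then incubated 20 h at ambient temperature.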
TRPV1 agonist = activates the human vanilloid receptor TRPV1; 0.19% of 320,000 active; TRPV1-expressing cells, Fluo-8 calcium influx, agonist mode; AID 540275; activation, % at 8.33 µM; in the data active = activation above about 80%; inconclusive = between about 30% and that limit; note: 0% is about no effect
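TRPV1-expressing cells were cultured overnight at 35.5C and loaded with Fluo-8 calcium dye for 40 to 90 min at room temperature. After a 10 s baseline, compound was added and calcium influx was read kinetically for 3 min (ex 480/em 520 nm).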
NPC1 promoter act = activates the NPC1 promoter; Huh7 NPC1 promoter luciferase reporter, 24 h; Potency, µM (doses to about 9.22 µM), for the others: top-dose activation, usual class: activators; 2.4% of 320,000 active; AID 485313;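 note: potency is the fitted concentration of half-maximal effect; % of control where 0% means no effect; nearly all actives have a fitted effect of over 60% in size; reporter is driven by a mutant NPC1 promoter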
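Luminescence from an NPC1 promoter-driven luciferase reporter in stably transfected Huh7 cells was measured after 24 h compound treatment at 37 °C, followed by 10 min ambient incubation with luciferase detection reagent.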
FLuc counter = counter-screen for miR-21 project: firefly luciferase inhibitors or activators; purified FLuc, Km substrates, luminescence inhibition; 6.9% of 360,000 active; AID 588342; Potency, µM (top dose mostly 57.5 µM), for the others: at the top dose activity change, negative = inhibition, most hits filed as inhibitors;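 note: potency is the fitted concentration of half-maximal effect; plate controls were vehicle for no effect and reference inhibitor for full effect; nearly all actives have a fitted effect of over 55% in size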
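Purified P. pyralis luciferase, 10 nM final, with Km-level 10 uM D-luciferin and 10 uM ATP in 50 mM Tris acetate pH 7.5, 10 mM Mg acetate, 0.01% Tween-20, 0.05% BSA; 6-point qHTS titration about 60 µM downward; luminescence read.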
BRCA1 expr act = increases BRCA1 expression | MCF7-BRCA1-FFLuc reporter, luminescence, 48 h; response scale: scaled: vehicle 0%, 10 µM genistein 100% | 1.1% of 380,000 active | Potency, µM (highest dose often 46.1 µM), for the others: at the highest dose activation, actives largely listed as activators; note: potency is the fitted concentration of half-maximal effect; nearly all actives have a fitted effect of over 80% in size; some results filed as inactive show a strong effect at the top dose
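Reporter cells (MCF7, BRCA1 promoter-firefly luciferase) received library compounds across a concentration series for 48 h. End-point luminescence was measured and concentration-effect curves derived after normalization.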
ELG1 genotox = genotoxicity induction in ELG1-luciferase HEK293T cells | 1.3% of 330,000 active | HEK293T ELG1-luciferase reporter, luminescence, 16 h | Potency, µM (titrated, usually from 46 µM), for the others: top-dose activity change, positive = activation, most hits filed as activators | AID 504466; note: potency is the fitted concentration of half-maximal effect; % of control where 0% means no effect; nearly all actives have a fitted effect of over 60% in size
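Luminescence read-out: rising ELG1-luciferase signal, reflecting elevated ELG1 protein under genetic stress, flags genotoxic compounds. Cells were treated for 16 hr at 37 °C before ONE-Glo detection.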
p53 reactivator = restores transcriptional activity of mutant p53; 0.063% of 320,000 active; H1299 p53-A138V BP100-luciferase reporter, luminescence, 24 h; Potency, µM (series often up to 92.2 µM), inactives show at the top dose activity change, positive = activation, usual class: activators; note: potency is the fitted concentration of half-maximal effect; % of control where 0% means no effect; nearly all actives have a fitted effect of over 45% in size
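H1299 (p53-null), stable ts p53-A138V + BP100-Luc; 1000 cells/well, Opti-MEM/10% FBS; cpd 4 pt, 1:5; 24 h, 37 deg C, 5% CO2; detection reagent 10 min RT; luminescence.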
* marks the source's active call; other numbers are inactive results; ? = inconclusive; nt = no result given; [ ] = remark or other dose. Unless noted, calls come from the whole dose curve; as a rule, active = well fitted curve in the direction sought with a large enough effect; inconclusive = small, poorly fitted or top-dose-only effect, or another doubt; inactive = no such curve, though single readings can be large; an effect the other way counts as inactive or inconclusive.

Below each compound: Tb PFK block, Rab9 promoter act, VP16 counter, ELG1 repair inh, RORgamma inh, TRPV1 agonist, NPC1 promoter act, FLuc counter, BRCA1 expr act, ELG1 genotox, p53 reactivator
1) CCOc1ccc(NC(=O)CC2C(=O)N(c3ccccc3)C(=O)N2CCOC)cc1 (centres undefined)
→ 5%, -3%, 3%, 0%, 27%, -4, -1%, -1%, 13%, -5%, 1%
2) C=CCC[C@@H](Cc1ccc(F)cc1)C(=O)OC[C@@H](C)NC(=O)[C@H](CC=C)CC(=O)N(CCO)Cc1ccccc1
→ 1%, nt, nt, 0%, nt, nt, nt, nt, -39%, -4%, -7%
3) O=C(O)CC1NC(=S)N(c2ccccc2)C1=O (centres undefined)
→ 2%, -1%, ?, 6%, ?, 1, 0%, 2%, -10%, -1%, 0%
4) Cc1occc1C(=O)N1CCN(c2ccc(Cl)cc2)CC1
→ -4%, 2%, 2%, -13%, 12%, ?, 1%, 5%, 2%, -6%, 22%
5) O=C(C1CCCC1)N1CCN(S(=O)(=O)c2ccc(Cl)cc2)CC1
→ 3%, 0%, -10%, -3%, 9%, 11, -6%, 0%, -4%, -9%, 2%
6) COc1ccccc1NS(=O)(=O)c1cc(N/C(=N\S(=O)(=O)c2ccccc2)c2ccc(F)cc2)ccc1Cl
→ 1%, -7%, 0%, ?, ?, 2, -2%, -4%, -27%, -5%, -9%
7) CN(CC(=O)N1CCN(Cc2ccccc2)CC1)C(=O)Cc1ccc(Cl)c(Cl)c1
→ -10%, nt, nt, ?, nt, nt, nt, nt, -29%, -5%, -8%
8) CN(CC(=O)Nc1ccccc1Br)C(=O)c1cc(S(=O)(=O)N(C)C)ccc1N1CCCC1
→ -8%, 0%, nt, -9%, nt, 3, 3%, 4%, -29%, -13%, -1%
9) O=[N+]([O-])c1ccccc1COc1ccc(Cl)c2cccnc12
→ -2%, 0.28µM*, -8%, ?, -26%, -1, 0.63µM*, 0.54µM*, ?, 1.6µM*, nt
10) N#Cc1c(N)c(C(=O)c2ccc(Br)cc2)n2c1CCC2
→ 1%, -4%, 5%, -22%, 15%, -6, -1%, 3%, -41%, -4%, -4%
11) FC(F)c1nc2ccccc2[nH]1
→ -1%, -3%, 9%, -2%, 21%, 11, 1%, -17%, -11%, 1%, -1%
12) CC(C)CCOc1ccc(C2=NNC(=O)CC2)cc1
→ -6%, 18%, 27%, ?, 21%, -2, 16%, ?, 33%, ?, 20%
13) Cc1noc(C)c1COc1cccc(C(=O)OCC(=O)NC(=O)c2ccc(OC(F)F)cc2)c1
→ 2%, -2%, -36%, 12%, -32%, 1, 4%, 0%, 17%, 1%, 3%
14) O=C(CSc1ccc(Br)cc1)N1CCN(S(=O)(=O)c2ccccc2)CC1
→ -5%, -6%, 1%, ?, ?, -2, -1%, -1%, 4%, -15%, -5%
15) COc1ccccc1C(=O)NNC(=O)c1ccncc1
→ -1%, 13%, -2%, ?, 13%, 1, 10%, -16%, -6%, 7%, 4%
16) CC(=O)c1cccc(N(CC(=O)N2CCCC2)S(C)(=O)=O)c1
→ 1%, -6%, -6%, 17%, -25%, -1, -4%, 0%, 2%, 2%, -4%
17) Cc1ccc(NC(=O)CCNS(=O)(=O)c2ccc3[nH]c(=O)oc3c2)c(C)c1
→ -5%, -13%, 1%, -3%, -22%, 0, -1%, 3%, 7%, -1%, 7%
18) O=c1cc(-c2ccccc2)nc(/C=C/c2ccccc2)[nH]1
→ 1%, -1%, -4%, 9%, 2%, 9, -1%, 1%, -1%, 3%, -2%
19) COc1cc(C2NC(=O)NC(C)=C2C(=O)OCC2CCCCC2)cc(Cl)c1O (centres undefined)
→ 1%, 0%, 5%, -12%, 27%, -3, -2%, 2%, -19%, 0%, nt
20) CCCN1CCN(CCCNC(=S)Nc2ccc(OC)cc2)CC1
→ 1%, -5%, 2%, 14%, -7%, -1, -1%, 9%, -3%, 0%, 4%

From entry 15 up to 20, as listed above:
Below each compound: Tb PFK block, Rab9 promoter act, VP16 counter, ELG1 repair inh, RORgamma inh, TRPV1 agonist, NPC1 promoter act, FLuc counter, BRCA1 expr act, ELG1 genotox, p53 reactivator
15) COc1ccccc1C(=O)NNC(=O)c1ccncc1
→ -1%, 13%, -2%, ?, 13%, 1, 10%, -16%, -6%, 7%, 4%
16) CC(=O)c1cccc(N(CC(=O)N2CCCC2)S(C)(=O)=O)c1
→ 1%, -6%, -6%, 17%, -25%, -1, -4%, 0%, 2%, 2%, -4%
17) Cc1ccc(NC(=O)CCNS(=O)(=O)c2ccc3[nH]c(=O)oc3c2)c(C)c1
→ -5%, -13%, 1%, -3%, -22%, 0, -1%, 3%, 7%, -1%, 7%
18) O=c1cc(-c2ccccc2)nc(/C=C/c2ccccc2)[nH]1
→ 1%, -1%, -4%, 9%, 2%, 9, -1%, 1%, -1%, 3%, -2%
19) COc1cc(C2NC(=O)NC(C)=C2C(=O)OCC2CCCCC2)cc(Cl)c1O (centres undefined)
→ 1%, 0%, 5%, -12%, 27%, -3, -2%, 2%, -19%, 0%, nt
20) CCCN1CCN(CCCNC(=S)Nc2ccc(OC)cc2)CC1
→ 1%, -5%, 2%, 14%, -7%, -1, -1%, 9%, -3%, 0%, 4%

(listing goes on)
Below each compound: Tb PFK block, Rab9 promoter act, VP16 counter, ELG1 repair inh, RORgamma inh, TRPV1 agonist, NPC1 promoter act, FLuc counter, BRCA1 expr act, ELG1 genotox, p53 reactivator
21) COc1cc(C(=O)N(C)c2nnc(-c3cccnc3)s2)cc(OC)c1OC
→ -8%, 0%, 1%, -13%, -26%, -3, 0%, -2%, nt, 0%, -9%
22) CC1CN(C(=O)CSc2nnc(C3CCCCC3)n2N)CC(C)O1 (centres undefined)
→ 6%, nt, nt, 1%, nt, nt, nt, nt, 16%, -1%, 0%
23) CCCCC1C2C(=O)N(c3ccccc3)C(=O)C2ON1c1ccccc1 (centres undefined)
→ 3%, -5%, -2%, -4%, 40%, 27, 0%, 3%, -14%, 0%, -3%
24) O=C(CN1CCN(c2cccc(Cl)c2)CC1)N1CCCC1
→ -3%, 0%, 0%, 14%, -11%, 4, 2%, 0%, 2%, -4%, 0%
25) Cc1ccc(S(=O)(=O)N(C(=O)c2ccncc2)c2ccc3oc4c(c3c2)CCCC4)cc1[N+](=O)[O-]
→ -1%, -4%, 1%, 2%, 22%, -1, 0%, 5%, -38%, 0%, 23%
26) CCc1ccc(NC(=O)COc2cccc(-n3cnnn3)c2)cc1
→ 0%, -3%, 15%, 13%, -26%, ?, -2%, 19µM*, -27%, 4%, -4%
27) COc1ccccc1N1C(=O)CCC1(C#N)c1ccc(Br)cc1 (centres undefined)
→ 1%, 8%, 5%, 3%, 9%, 0, 0%, 1%, 6%, -4%, -4%
28) COc1ccc(/C=C(\C#N)C(=O)OCC(=O)N2CC(C)OC(C)C2)cc1 (centres undefined)
→ 1%, -42%[inhibitor], 3%, -9%, -4%, 1, 0%, 2%, 3%, 0%, -1%
29) CCCC(=O)Nc1ccc(C(=O)COC(=O)C2CC2)cc1
→ 1%, nt, nt, ?, nt, nt, nt, nt, 10µM*, 15%, ?
30) CCC(=O)N1CCN(c2ccc(NC(=O)COc3ccccc3[N+](=O)[O-])cc2)CC1
→ 0%, -1%, 2%, 23µM*, 6%, -1, -8%, 2%, -8%, -12%, -2%
31) CC1(C)CC(=O)c2cnc(NC(=O)c3ccco3)nc2C1
→ 3%, 7%, -7%, ?, 0%, 1, -7%, -19%, 83%, 4%, ?
32) CN(CCCS(=O)(=O)[O-])c1ccc(/C=C/c2ccc3ccccc3[n+]2C)cc1
→ -9%, -3%, -13%, 4%, -14%, -2, -5%, -11%, -8%, -1%, -3%
33) CCCc1[nH]nc2c1C(CCC)C(C#N)=C(N)O2 (centres undefined)
→ -1%, -11%, -5%, -4%, -6%, -1, -2%, 3%, 0%, 0%, -6%
34) Cc1ccc(N(CCC#N)C(=O)COC(=O)c2cc(C)oc2C)cc1
→ -11%, 1%, nt, 0%, nt, 2, 1%, nt, 4%, 1%, -3%
35) CC12CCC(=O)N1C(C(=O)Nc1ccc(SC(F)F)cc1)CS2 (centres undefined)
→ -3%, 0%, nt, 10%, nt, 1, -2%, 0%, 3%, -1%, 1%
36) COCC(C)n1c(C)cc(C(=O)COC(=O)CCc2nc3ccccc3c(=O)[nH]2)c1C (centres undefined)
→ 5%, -4%, -3%, 5%, -14%, -2, -3%, -13%, -4%, 1%, 0%
